Screens (PubChem)
D3 antag – qHTS of D3 Dopamine Receptor Antagonist: qHTS | D3R cells, DiscoveRx beta-arrestin luminescence, antagonist mode; hits give low values | max response, negative = inhibition, % | actives 2.5% (n = 360,000); in the data active = max response below about -50%; inconclusive = no clear call, values can overlap the other calls; also: % is scaled to controls: 0 for no effect and ±100 for the full control effect; mostly tested at two doses, the higher about 12 µM
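Cells expressing the human receptor were seeded at 1500 cells/well, incubated overnight at 37 degrees C in 5% CO2, then exposed to library compounds with dopamine controls for 90 minutes at 37 degrees C before luminescent detection.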
TDP-43 yeast inh – qHTS of TDP-43 Inhibitors | Potency, µM (doses to about 46.1 µM), for the others: top-dose growth rescue (activation), usual class: activators | actives 1.8% (n = 410,000) | TDP-43 expressing yeast growth rescue, BacTiter-Glo, 24 h; also: potency is read from the fitted curve at half-maximal effect; % of control where 0% means no effect; nearly all actives have a fitted effect of over 50% in size
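Luminescence from BacTiter-Glo reports growth of TDP-43-expressing yeast after 24 hr at 30 deg C with compound. Cells were raffinose-pregrown to mid-log, then seeded in galactose medium at OD600=0.02.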
GLP1R inv ag – qHTS of GLP-1 Receptor Inverse Agonists (Inhibition Mode); Glucagon-like peptide 1 receptor (Homo sapiens), P43220; HEK293 GLP-1R CRE-luciferase, luminescence, 24 h; GLP-1R form is constitutively active; Potency, µM (titrated, usually from 38.3 µM), for inactives: at the highest dose activity change, negative = inhibition, actives largely listed as inhibitors; actives 1.6% (n = 410,000); AID 624417, 2012; also: potency is read from the fitted curve at half-maximal effect; % is scaled to controls: 0 for no effect and ±100 for the full control effect; nearly all actives have a fitted effect of over 55% in size
Target sequence (P43220 whole entry, looked up): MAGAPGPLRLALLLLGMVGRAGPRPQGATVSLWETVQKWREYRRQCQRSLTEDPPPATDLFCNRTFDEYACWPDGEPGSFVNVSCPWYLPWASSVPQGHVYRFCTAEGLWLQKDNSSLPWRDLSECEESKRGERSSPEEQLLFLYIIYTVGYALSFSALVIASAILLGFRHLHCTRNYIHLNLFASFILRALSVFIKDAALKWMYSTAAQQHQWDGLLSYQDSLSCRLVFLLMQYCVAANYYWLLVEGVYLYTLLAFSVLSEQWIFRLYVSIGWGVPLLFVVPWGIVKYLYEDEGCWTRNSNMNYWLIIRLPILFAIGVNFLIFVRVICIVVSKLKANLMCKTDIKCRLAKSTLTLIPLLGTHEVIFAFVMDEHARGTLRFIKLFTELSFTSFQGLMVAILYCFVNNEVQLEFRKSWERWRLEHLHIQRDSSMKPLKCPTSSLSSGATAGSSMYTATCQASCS
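Inverse agonism was detected as reduced cAMP-driven luciferase luminescence after 24 h compound treatment. The cells were HEK293 clones expressing constitutively active human GLP-1R with the reporter. Reporter-only and GPR119 cell lines served as counterscreen controls.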
DRD3 agonist – qHTS of D3 Dopamine Receptor Agonist: qHTS; D(3) dopamine receptor (Homo sapiens), P35462; D3R DiscoveRx beta-arrestin cells, luminescence, 90 min; max activation, %; actives 0.58% (n = 410,000); in the data active = max activation above about 30%; also: 0% is about no effect; mostly tested at two doses, the higher about 12 µM
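Cells at 1500/well, incubated overnight, then treated with pinned compounds (dopamine as control) for 90 min at 37 degrees C. DiscoveRx reagent added for 30 - 60 minutes at room temperature; luminescence read.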
PTHR1 ag – qHTS for PTHR1 Agonists: Primary Screen | Parathyroid hormone/parathyroid hormone-related peptide receptor (Homo sapiens), Q03431 | HEK293 GP2 PTHR1 cells, GloSensor cAMP luminescence, 1 h | Potency, µM (top dose mostly 115 µM), for inactives: at the top dose activation, most hits filed as activators | actives 0.075% (n = 410,000) | AID 743266, 2014; also: potency is read from the fitted curve at half-maximal effect; nearly all actives have a fitted effect of over 55% in size; some results filed as inactive show a strong effect at the top dose; inactives centre near -15; many of its hits are not listed in these tables
Target sequence (Q03431 whole entry, looked up): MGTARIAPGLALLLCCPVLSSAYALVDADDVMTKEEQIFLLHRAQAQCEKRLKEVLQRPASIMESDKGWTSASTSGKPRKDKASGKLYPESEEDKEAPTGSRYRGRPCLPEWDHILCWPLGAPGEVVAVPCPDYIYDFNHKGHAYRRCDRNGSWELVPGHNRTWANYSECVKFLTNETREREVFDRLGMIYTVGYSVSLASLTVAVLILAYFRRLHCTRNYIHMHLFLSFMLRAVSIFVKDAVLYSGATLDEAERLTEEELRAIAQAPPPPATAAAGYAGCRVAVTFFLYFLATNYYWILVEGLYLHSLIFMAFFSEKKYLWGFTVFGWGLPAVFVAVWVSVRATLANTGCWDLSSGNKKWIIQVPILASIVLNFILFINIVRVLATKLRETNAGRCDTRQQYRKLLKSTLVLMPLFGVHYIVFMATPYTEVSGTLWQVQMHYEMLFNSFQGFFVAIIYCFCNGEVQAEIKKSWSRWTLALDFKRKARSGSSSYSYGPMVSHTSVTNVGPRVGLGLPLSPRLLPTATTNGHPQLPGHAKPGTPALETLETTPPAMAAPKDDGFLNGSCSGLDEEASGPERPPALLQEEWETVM
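HEK-293-derived GP2 cells expressing PTHR1 and a GloSensor cAMP reporter, 3,000/well, plated overnight, given luciferin plus IBMX (each 0.5 mM as added) for 1 h at 37 °C, then compound for 1 h at 37 °C. Luminescence was read after 15 min at room temperature.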
GLP-1R agonist – qHTS of GLP-1 Receptor Agonists; Glucagon-like peptide 1 receptor (Homo sapiens), P43220; HEK293 GLP-1R CRE-luciferase, luminescence, 4-6 h; cells express a hypersensitive GLP-1R form; Potency, µM (titrated, usually from 45.6 µM), for inactives: at the highest dose activation, hits mostly activators; actives 0.007% (n = 380,000); also: potency is read from the fitted curve at half-maximal effect; % of control where 0% means no effect
aSyn rescue – qHTS of alpha-syn Inhibitors; Yeast expressing alpha-synuclein, growth rescue, BacTiter-Glo, 24 h; Potency, µM (titrated, usually from 46.1 µM), for inactives: top-dose growth rescue (activation), most hits filed as activators; actives 0.14% (n = 370,000); AID 652106, 2013; also: potency is read from the fitted curve at half-maximal effect; % of control where 0% means no effect; nearly all actives have a fitted effect of over 65% in size
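Rescue of yeast growth: cells expressing toxic alpha-synuclein, induced in galactose at OD600 0.02, incubated with compound 24 h at 30 C. ATP luminescence quantified growth; inhibitors of toxicity appear as activators.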
GLP1R cytotox – qHTS of GLP-1 Receptor Inverse Agonists: Cytotox Screen. actives 0.13% (n = 410,000). AID 624418, 2012. HEK293 cAMP-luciferase reporter cells, luminescence, 24 h. Potency, µM (doses to about 38.3 µM), for inactives: at the highest dose activity change, negative = inhibition, usual class: inhibitors;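 also: loss of luciferase light is scored as toxicity; potency is read from the fitted curve at half-maximal effect; % is scaled to controls: 0 for no effect and ±100 for the full control effect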
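Cells in DMEM/10% Nu serum/1% pen-strep, 1536-well format. Pre-incubated 12 h, dosed with 23 nL compound, incubated a further 24 h. Luciferase detection, 12 min at room temp, luminescence.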
KB-V1 cytotox – qHTS assay for MDR1-selective chemotherapeutics: Primary screen using the drug-selected MDR subline cells KB-V1; KB-V1 MDR cells viability, CellTiter-Glo, 72 h; actives 3.4% (n = 400,000); Potency, µM (series often up to 46.1 µM), for the others: top-dose activity change, negative = cytotoxicity, usual class: cytotoxic; AID 1347076, 2019; also: potency is read from the fitted curve at half-maximal effect; % is scaled to controls: 0 for no effect and ±100 for the full control effect; nearly all actives have a fitted effect of over 60% in size
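Compound-treated KB-V1 multidrug-resistant cells, 72 h, 37 degrees C; viability by CellTiter-Glo. Fitted qHTS curves give the values.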
* = called active by the depositor; i = inactive; ? = inconclusive; · = not tested or not shown; [ ] = dose if it differs, or a comment. Unless noted, calls follow the shape of the dose curve; as a rule, active = well fitted curve in the direction sought with a large enough effect; inconclusive = small, poorly fitted or top-dose-only effect, or another doubt; inactive = no such curve, though single readings can be large; an effect the other way counts as inactive or inconclusive. An excerpt; count on the stated rates, not on these rows.

SMILES	D3 antag	TDP-43 yeast inh	GLP1R inv ag	DRD3 agonist	PTHR1 ag	GLP-1R agonist	aSyn rescue	GLP1R cytotox	KB-V1 cytotox
O=c1c(-c2ccccc2)c(O)c2cccc3c2n1CCC3	5.0	?	22.9%	1.5	i	-1.9%	2.7%	2.6%	19.5%
Cc1c(COc2ccc3ccccc3c2)nnn1CC(=O)NS(=O)(=O)c1ccccc1C(F)(F)F	13.2	6.6%	-14.2%	0.4	-0.7%	-1.2%	2.1%	-7.2%	6.8%
N#C/C(=C\c1ccncc1)C(N)=O	-11.2	-15.7%	11.8%	-3.0	-6.7%	2.1%	3.6%	-8.5%	-0.2%
COc1cccc(-c2nc(SCC(=O)NC3CCCC3)c(-c3ccc(F)cc3)[nH]2)c1	·	21.7%	?	-21.4	-17.2%	·	·	-3.6%	-5.2%
Cc1ccc(/C=C/c2onc(C)c2S(=O)(=O)N2CCC(C(=O)N(CCC(C)C)Cc3ccco3)CC2)cc1	·	3.2%	11.3%	1.4	i	·	·	1.1%	·
COc1ccc(CCNC(=O)CCNC(=O)N2CC(=O)Nc3ccccc32)cc1OC	10.4	-2.9%	7.4%	-6.5	2.4%	-3.2%	3.3%	3.3%	16.9%
Cc1cc(-c2ccc(S(=O)(=O)Nc3ccc(C#N)cc3)s2)on1	-1.2	-2.6%	3.1%	1.4	-35.9%[inhibitor]	-5.2%	-3.0%	0.9%	28.2%
Cc1nn(Cc2cccc(C(=O)Nn3cc([N+](=O)[O-])cn3)c2)c(C)c1[N+](=O)[O-]	4.2	0.0%	-2.8%	4.4	-0.2%	-23.6%	-12.3%	-15.6%	?
COCCCNC(=O)Cn1ccc(NC(=O)OCc2ccccc2)nc1=O	?	1.4%	19.9%	-7.4	-21.6%	2.3%	-0.7%	20.8%	4.7%
CCCCNC(=O)Oc1ccc(C(=O)N2c3ccccc3NC(=O)C2C)cc1 (stereo not drawn)	22.2	16.5%	5.7%	2.8	i	-1.7%	-0.5%	1.9%	?
COc1ccc(-c2noc(CNC(=O)c3ccoc3C)n2)cc1	3.4	-3.1%	-6.1%	-0.2	-17.0%	12.3%	0.1%	-9.4%	-16.4%
CCC(C)c1ccccc1OCC(=O)Nc1ccc(S(=O)(=O)Nc2cc(C)on2)cc1 (stereo not drawn)	·	10.4%	-5.6%	8.1	-14.9%	0.3%	·	3.3%	15.7%
Cc1cc(C)cc(C(=O)NCc2ccc3c(c2)OCO3)c1	-9.9	?	4.1%	-7.6	-21.2%	11.2%	-1.4%	10.9%	10.8%
CCCCN(CC)CCCNC(=O)Cn1ncc2c3ccccc3n(Cc3ccc(F)cc3)c2c1=O	·	3.5%[9.22 µM]	4.3%	-13.6	i	·	·	13.0%	17.9%
COCCCn1c(CCC(=O)O)ccc1-c1cccs1	-54.5*	16.8%	6.3%	-4.2	i	2.2%	3.3%	112.6%[activator]	-5.0%
O=S(=O)(Nc1ccc(C(O)(C(F)(F)F)C(F)(F)F)cc1)c1cccc2cccnc12	-28.0	18.6%	?	-9.0	i	27.1%	-0.9%	4.3%	6.1%
Cc1onc(-c2ccccc2)c1C(=O)NCc1cccc(Cl)c1	-22.8	4.6%	16.0%	-10.1	-11.1%	12.9%	-0.7%	-0.5%	-11.3%
CCOc1ccc(NC2=NC(C)(C)N=C(N)N2)cc1	2.2	-18.6%	0.6%	-0.1	-10.2%[57.5 µM]	-12.6%	-2.6%	11.2%	14.3%
O=C(N/N=C/c1c[nH]c2ccccc12)c1ccncc1	12.1	-17.6%	4.5%	-9.8	-8.9%	0.8%	1.6%	17.4%	23.2%
COc1ccc(Cc2nc3ccc(C(=O)N4CCC(C(N)=O)CC4)cc3o2)cc1	8.8	22.4%	-13.3%	1.6	-7.9%	5.8%	0.6%	-3.4%	11.8%
O=C(/C=C/c1ccccc1)NC(NC(=S)Nc1cccc(Cl)c1)C(Cl)(Cl)Cl (stereo not drawn)	?	5.6%	?	-3.2	-5.8%[57.5 µM]	-16.9%	1.5%	?	?
Cc1cccn2c(Nc3ccccc3)c(-c3cccs3)nc12	·	7.1%	?	1.4	-33.4%[inhibitor]	·	·	-0.6%	·
C[C@@H]1CN([C@H](C)CO)C(=O)CCCn2nncc2CO[C@@H]1CN(C)S(=O)(=O)c1ccccc1C#N	-3.4	3.9%	-4.0%	-3.1	-57.2%[inhibitor]	-2.3%	-0.1%	-0.1%	21.8%
CN(Cc1ccsc1)C(=O)CCc1nnc(CCCc2ccccc2)o1	3.5	24.7%	3.3%	1.9	-3.8%	10.9%	8.3%	15.2%	-0.2%
O=C(Cn1c(=O)c2ccccc2n(CC(=O)Nc2ccc(F)cc2)c1=O)NCCc1ccccc1	·	-13.4%	-3.4%	-18.6	9.9%	-0.4%	·	6.1%	-19.8%
CCc1nn2c(=O)cc(COc3ccc(NC(=O)c4ccco4)cc3)nc2s1	1.0	-1.7%	5.7%	-5.8	-10.1%	4.6%	-0.9%	5.6%	-14.2%
COc1ccc(NC(=S)Nc2ccc(N)c([N+](=O)[O-])c2)cc1	-81.9*	19.0%	-1.7%	-1.1	-5.1%	-0.7%	-1.8%	-7.0%	11.0%
CCOc1ccccc1NC(=O)NS(=O)(=O)c1ccc(C)cc1	-8.5	5.4%	0.0%	4.3	-18.3%[57.5 µM]	-13.1%	1.9%	-1.0%	1.0%
O=C(CN1CCN(C(=O)c2ccc(-c3nc4ccccc4s3)o2)CC1)Nc1ccccc1Cl	82.2	11.9%	19.6%	26.6	-92.1%[inhibitor]	20.4%	8.6%	19.6%	?
COc1ccc(CC(=O)NNC(=O)CCC(=O)Nc2cc(C)ccc2C)cc1	-19.3	-1.1%[9.22 µM]	1.1%[7.66 µM]	-7.7	-15.7%	0.2%	-5.8%	-2.4%[7.66 µM]	-9.7%
CC(=O)c1cccc(N2C(=NC(=O)CCc3ccccc3)SC3CS(=O)(=O)CC32)c1 (stereo not drawn)	-11.7	-17.6%	3.3%	28.4	10.2%	-6.2%	-0.7%	-4.6%	-15.3%
COc1cccc(-c2ncc3ccccc3c2COC(=O)c2ccco2)c1	0.6	24.1%	8.8%	10.3	-42.0%[inhibitor]	4.8%	-0.1%	-1.8%	-14.3%
COc1ccc(C(=O)C[n+]2ccc3c(c2)nc(-c2cc(OC)c(OC)cc2OC)n3C)cc1	-16.3	-7.5%	12.9%	-8.3	-17.0%	8.7%	-13.4%	-22.4%	-12.1%
COc1cc(/C=C2/SC(=S)N(CC(=O)NC(C)(C)C)C2=O)cc(OC)c1OC	18.1	-6.2%	-17.9%	-4.1	i	-20.3%	0.3%	-6.1%	?
N#Cc1c(N)c(C#N)c(-c2ccc3c(c2)OCO3)c2c1CCCC2	7.4	5.4%	24.3%	2.0	-38.4%[inhibitor]	-1.0%	-0.4%	-1.1%	?
CC(=O)Nc1ccc(-c2nnn(CC(=O)Nc3ccc4c(c3)OCO4)n2)cc1Cl	1.8	-1.6%	4.9%	-6.7	i	8.1%	6.7%	-15.8%	?

Brought forward from above: two entries; new compounds follow.
SMILES	D3 antag	TDP-43 yeast inh	GLP1R inv ag	DRD3 agonist	PTHR1 ag	GLP-1R agonist	aSyn rescue	GLP1R cytotox	KB-V1 cytotox
N#Cc1c(N)c(C#N)c(-c2ccc3c(c2)OCO3)c2c1CCCC2	7.4	5.4%	24.3%	2.0	-38.4%[inhibitor]	-1.0%	-0.4%	-1.1%	?
CC(=O)Nc1ccc(-c2nnn(CC(=O)Nc3ccc4c(c3)OCO4)n2)cc1Cl	1.8	-1.6%	4.9%	-6.7	i	8.1%	6.7%	-15.8%	?
CCC(=O)C1CCCN(C(=O)c2ccc(OC3CCN(C(=O)c4cccnc4)CC3)cc2)C1 (stereo not drawn)	-20.0	0.0%	9.7%	2.7	-0.9%	4.7%	-0.5%	6.6%	-16.3%
CCOC(=O)c1cccc(NC(=O)CSc2ncc3c(n2)-c2ccc(Cl)cc2N(Cc2ccccc2)S3(=O)=O)c1	·	-31.8%[inhibitor]	?	-12.8	-0.5%	·	·	4.1%	23.8%
CCOC(=O)c1cnc(SC)nc1Oc1cccc(NS(=O)(=O)c2ccc(Cl)cc2)c1	17.0	-0.7%	2.2%	-4.5	-2.0%[57.5 µM]	-0.3%	0.1%	-9.9%	?
COc1cc(N)ccc1C(=O)O	-18.8	-11.6%	11.2%	1.3	i	-4.3%	-0.1%	-9.1%	14.2%
CCOC(=O)C1CCCN(C(=O)CSCc2ccccc2)C1 (stereo not drawn)	1.0	12.7%	-9.2%	7.3	-33.9%[inhibitor]	-3.7%	-0.2%	-5.7%	3.9%
CSCC[C@H](NC(=O)N1CCn2c1nc1ccccc12)C(=O)NCC1CCCO1 (stereo partly drawn)	-2.6	?	14.6%	-4.4	-18.2%	3.6%	-4.5%	4.0%	-20.5%
O=C1C2ON(c3ccccc3)C(c3ccncc3)C2C(=O)N1c1ccc(Br)cc1 (stereo not drawn)	31.4	?	2.6%	5.7	-9.1%[57.5 µM]	-0.3%	15.5%	1.0%	14.9%
CN1OC[C@@H]2CN3C(=O)N(c4cccc5ccccc45)c4ccccc4[C@@H]3C[C@@H]21	4.2	31.3%	6.3%	-5.5	-5.2%	-2.8%	0.0%	-5.1%	19.9%
